Giardia killer – Small Molecules that selectively kill Giardia lamblia: qHTS; Giardia lamblia trophozoite viability; activity change, % at 7.66 µM, hits read low; 0.15% of 340,000 active; in the data active means activity change below about -80%; inconclusive means between about -30% and that limit;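 further: parasites exposed to compound for two days anaerobically before the ATP read; on the % scale 0 is the no-effect control and ±100 the full control effect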
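Anaerobic 48 hrs incubation at 37 deg C of 100 trophozoites/well with test compounds; ATPLite 1-Step luminescence, 15-30 min RT, reports cellular ATP as viability.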
ELG1 genotoxic – qHTS screen for small molecules that induce genotoxicity in human embryonic kidney (HEK293T) cells expressing luciferase-tagged ELG1; HEK293T ELG1-luciferase reporter, luminescence, 16 h; Potency, µM (highest dose often 46 µM), for inactives: at the top dose activity change, positive = activation, usual class: activators; 1.3% of 330,000 active; further: potency means the concentration at half of the fitted maximal effect; % of control where 0% means no effect; nearly all actives have a fitted effect of over 60% in size
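Cells (2,000/well) expressing the ELG1-luciferase fusion are dosed by pin tool and kept 16 hr at 37 °C, 5% CO2. Signal comes from ONE-Glo luciferase reagent after 30 min at room temperature.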
RORgamma inh – qHTS for inhibitors of ROR gamma transcriptional activity | 5.4% of 310,000 active | Nuclear receptor ROR-gamma (Mus musculus), P51450 | AID 2551, 2010 | Potency, µM (titrated, usually from 53.6 µM), without a hit: at the highest dose activity change, negative = inhibition, most hits filed as inhibitors | Drosophila S2 Gal4-RORgamma UAS-luciferase reporter, 20 h; further: potency means the concentration at half of the fitted maximal effect; on the % scale 0 is the no-effect control and ±100 the full control effect; nearly all actives have a fitted effect of over 60% in size
Target sequence (P51450 whole entry, looked up, the tested form may be a part): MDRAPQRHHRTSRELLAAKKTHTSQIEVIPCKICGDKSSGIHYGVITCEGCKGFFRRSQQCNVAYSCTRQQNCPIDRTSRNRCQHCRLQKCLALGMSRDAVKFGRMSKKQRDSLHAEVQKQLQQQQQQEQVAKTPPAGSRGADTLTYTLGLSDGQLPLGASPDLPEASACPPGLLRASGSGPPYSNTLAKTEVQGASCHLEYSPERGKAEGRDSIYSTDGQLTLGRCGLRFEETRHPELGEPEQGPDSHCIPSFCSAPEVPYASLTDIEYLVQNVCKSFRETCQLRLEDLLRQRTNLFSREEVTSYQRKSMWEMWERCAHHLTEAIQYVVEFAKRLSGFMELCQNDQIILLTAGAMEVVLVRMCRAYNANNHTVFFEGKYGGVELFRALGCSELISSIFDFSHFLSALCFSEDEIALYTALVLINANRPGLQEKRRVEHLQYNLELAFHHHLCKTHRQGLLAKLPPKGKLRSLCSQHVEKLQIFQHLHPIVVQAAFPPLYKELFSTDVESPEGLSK
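In this cell-based reporter format, copper sulfate (700 uM final) drives Gal4–ROR gamma fusion expression from a metallothionein promoter in Drosophila Schneider cells; compounds preincubated 1 hr, reporter read after 20 hr at ambient temperature.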
NPC1 prom act – qHTS Assay for NPC1 Promoter Activators; Huh7 NPC1 promoter luciferase reporter, 24 h; Potency, µM (highest dose often 9.22 µM), inactives show top-dose activation, hits mostly activators; 2.4% of 320,000 active; AID 485313, 2010;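 further: potency means the concentration at half of the fitted maximal effect; % of control where 0% means no effect; nearly all actives have a fitted effect of over 60% in size; reporter is driven by a mutant NPC1 promoter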
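Huh7 reporter cells (NPC1 promoter driving luciferase) are dosed with compound for 24 h at 37 °C, 5% CO2; luciferase detection reagent is then added and luminescence measured after 10 min at ambient temperature.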
PKM2 act – qHTS Assay for Activators of Human Muscle isoform 2 Pyruvate Kinase; Pyruvate kinase PKM (Homo sapiens), P14618; purified PKM2, Kinase-Glo ATP luminescence, activation; response scale: 0% is enzyme alone, no compound; Potency, µM (titrated, usually from 57.5 µM), inactives show at the top dose activation, most hits filed as activators; 0.34% of 260,000 active; AID 1631, 2009; further: potency means the concentration at half of the fitted maximal effect; on the % scale 0 is the no-effect control and ±100 the full control effect; nearly all actives have a fitted effect of over 55% in size
Target sequence (P14618 whole entry, looked up, canonical isoform): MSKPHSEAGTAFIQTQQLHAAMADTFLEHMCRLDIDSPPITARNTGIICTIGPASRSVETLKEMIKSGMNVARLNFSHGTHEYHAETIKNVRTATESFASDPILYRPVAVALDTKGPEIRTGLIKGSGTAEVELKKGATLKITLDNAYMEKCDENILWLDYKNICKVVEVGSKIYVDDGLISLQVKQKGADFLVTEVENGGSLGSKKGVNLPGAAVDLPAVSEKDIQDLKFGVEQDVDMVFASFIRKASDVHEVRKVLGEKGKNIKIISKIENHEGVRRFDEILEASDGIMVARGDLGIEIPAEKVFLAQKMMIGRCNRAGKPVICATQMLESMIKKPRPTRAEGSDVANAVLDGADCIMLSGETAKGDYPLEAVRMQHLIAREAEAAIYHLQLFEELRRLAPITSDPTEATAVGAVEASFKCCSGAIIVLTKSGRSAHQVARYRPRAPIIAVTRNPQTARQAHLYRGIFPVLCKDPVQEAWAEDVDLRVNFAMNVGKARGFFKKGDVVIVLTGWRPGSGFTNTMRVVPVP
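Kinase-Glo luminescence reports ATP generated from ADP (0.1 mM) and PEP (0.5 mM) by purified hPK-M2 after 1 h at room temperature, pH 7.2 imidazole buffer; intermediate enzyme activity allows detecting inhibitors and activators.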
VP16 counter – VP16 counterscreen qHTS for inhibitors of ROR gamma transcriptional activity; Potency, µM (series often up to 53.6 µM), for inactives: at the top dose activity, negative = inhibition, most hits filed as inhibitors; Drosophila S2 Gal4-VP16 UAS-luciferase, luminescence, 20 h; 3.5% of 310,000 active; AID 2546, 2010;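 further: Gal4-VP16 expression switched on by copper sulfate through the metallothionein promoter; potency means the concentration at half of the fitted maximal effect; on the % scale 0 is the no-effect control and ±100 the full control effect; nearly all actives have a fitted effect of over 50% in size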
p53 reactivator – qHTS assay for re-activators of p53 using a Luc reporter. H1299 p53-A138V BP100-luciferase reporter, luminescence, 24 h. 0.063% of 320,000 active. Potency, µM (doses to about 92.2 µM), for the others: at the highest dose activity change, positive = activation, actives largely listed as activators. AID 504706, 2011; further: potency means the concentration at half of the fitted maximal effect; % of control where 0% means no effect; nearly all actives have a fitted effect of over 45% in size
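p53-null H1299 cells stably carrying temperature-sensitive p53-A138V and a BP100-luciferase reporter were pinned with compounds (4-point, 1:5 series) and held 24 hrs at 37 deg C. Luminescence was read 10 min after detection reagent.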
Rab9 prom act – qHTS Assay for Rab9 Promoter Activators; 2.8% of 320,000 active; Potency, µM (top dose mostly 9.22 µM), inactives show top-dose activation, negative = inhibition, hits mostly activators; Huh7 Rab9 promoter-luciferase reporter, luminescence, 24 h; AID 485297, 2010; further: potency means the concentration at half of the fitted maximal effect; % of control where 0% means no effect; nearly all actives have a fitted effect of over 60% in size
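Stable Rab9-luc Huh7, 1500 cells/well, 2 h settle; cmpd in DMSO, 24 h, 37 °C/5% CO2; luciferase reagent 10 min RT; luminescence.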
FLuc counter – qHTS profiling assay for firefly luciferase inhibitor/activator using purifed enzyme and Km concentrations of substrates (counterscreen for miR-21 project); purified FLuc, Km substrates, luminescence inhibition; AID 588342, 2011; 6.9% of 360,000 active; Potency, µM (highest dose often 57.5 µM), without a hit: top-dose activity change, negative = inhibition, usual class: inhibitors; Luciferin 4-monooxygenase (Photinus pyralis), P08659;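 further: potency means the concentration at half of the fitted maximal effect; plate controls were vehicle for no effect and reference inhibitor for full effect; nearly all actives have a fitted effect of over 55% in size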
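Purified P. pyralis luciferase (10nM final) with 10uM D-luciferin and 10uM ATP (Km levels) in 50mM Tris acetate pH 7.5, 10mM Mg acetate, 0.01% Tween-20, 0.05% BSA; qHTS 6-point titration, ~60 µM downward; luminescence read.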
Menin-MLL TR inh – qHTS Assay for Inhibitors Targeting the Menin-MLL Interaction in MLL Related Leukemias: Competition With Texas Red Labeled MLL-derived Mutant Peptide. Potency, µM (top dose mostly 61.6 µM), for the others: top-dose FP activity change, negative = inhibition, actives largely listed as inhibitors. AID 1768, 2009. 0.23% of 270,000 active. O00255. Menin + Texas Red MLL mutant peptide, fluorescence polarization; active means well fitted inhibition curve with a large enough effect in the polarisation, with a control signal flat, not every such curve was filed as active; inconclusive means small, poorly fitted or top-dose-only effect, or effect the other way, or a change in a side signal; inactive means no such curve, though single readings can be large or run the other way; the % refers to the polarisation; further: potency means the concentration at half of the fitted maximal effect; % of control where 0% means no effect; many of its hits are not listed in these tables
BRCA1 expr up – qHTS Assay to Identify Small Molecule Activators of BRCA1 Expression; 1.1% of 380,000 active; Potency, µM (titrated, usually from 46.1 µM), inactives show at the highest dose activation, hits mostly activators; MCF7-BRCA1-FFLuc reporter, luminescence, 48 h; response scale: scaled: vehicle 0%, 10 µM genistein 100%; AID 624202, 2012; further: potency means the concentration at half of the fitted maximal effect; nearly all actives have a fitted effect of over 80% in size; some results filed as inactive show a strong effect at the top dose
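MCF7-BRCA1-FFLuc, 2000 cells/well; 2 h attach, 37 °C/5% CO2; compound 48 h; luciferase substrate 15 min; luminescence end-point. Norm. to genistein 10 microM max activation and DMSO; concentration-response curves fitted.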
Active calls of the source: *; ? = inconclusive; nt = no result given; [ ] = another dose, or the depositor's remark. Unless noted, the call rests on the fitted dose curve; in most records, active means well fitted curve in the direction sought with a large enough effect; inconclusive means small, poorly fitted or top-dose-only effect, or another doubt; inactive means no such curve, though single readings can be large; an effect the other way counts as inactive or inconclusive. The list is partial; count on the stated rates, not on these rows.

SMILES | Giardia killer | ELG1 genotoxic | RORgamma inh | NPC1 prom act | PKM2 act | VP16 counter | p53 reactivator | Rab9 prom act | FLuc counter | Menin-MLL TR inh | BRCA1 expr up
COc1ccc(-c2nnc(SCc3ccc(C(=O)O)cc3)n2N)cc1 | -5 | 0% | -10% | -1% | -4% | 4% | -5% | 0% | -1% | nt | -2%
CCOc1ccc(-n2c(C)nnc2SCC(=O)N(CC)CC)cc1 | -17 | 0% | -22% | 1% | -2% | 0% | -2% | 11% | 11% | 9% | -17%
COC(=O)C1=C(C)NC(=O)NC1c1ccc([N+](=O)[O-])o1 (centres undefined) | ? | 1% | -31% | 2% | -11% | 2% | -7% | -4% | 1% | 4% | 18%
CC(=O)c1cc(NC(=O)c2cccc(C(F)(F)F)c2)c(=O)oc1/C=C/N(C)C | 3 | 4% | 13% | 0% | 1% | 3% | -4% | 3% | 5% | nt | -19%
COc1ccc(C2CC(=O)Nc3sc(=N)c4c(N)c(C#N)c(N)nc4c32)cc1OC (centres undefined) | -4 | 0% | -3% | 1% | 1% | 3% | -7% | -4% | 1% | 5% | 1%
COC(CNC(=O)c1ccc(CS(=O)(=O)c2c(Cl)cccc2Cl)o1)OC | -4 | -2% | 19% | -1% | nt | 8% | 0% | -9% | 1% | 3% | 6%
O=C(OCc1nnc(-c2ccccc2)o1)c1ccccc1 | 0 | 1% | 25% | 1% | 2% | -6% | 2% | 15% | 15µM* | -16% | -11%
COc1ccc(C2CC(C(F)(F)F)n3nc(C(=O)N(C)Cc4cn(C)nc4C)c(Cl)c3N2)cc1 (centres undefined) | 5 | -4% | ? | -3% | 2% | 2% | -4% | 0% | 0% | -2% | -9%
COc1ccc(Oc2cc(Cl)nc(N)n2)cc1 | 17 | 7% | 25% | 0% | -1% | 21% | 3% | -4% | -1% | -16% | 5%
Cc1cc(OCC(=O)N2CCc3ccccc3C2)c(C)cc1Br | 20 | 4% | ? | 0% | 9% | 2% | nt | -1% | -18% | -22% | 30%
Cc1c(N/C(=N/S(=O)(=O)c2ccccc2)c2ccc(Cl)cc2)c(=O)n(-c2ccccc2)n1C | -14 | 0% | -8% | -3% | 0% | -6% | -8% | -4% | 0% | -2% | -11%
O=Cc1ccc(Oc2ccc(F)cc2)nc1 | 0 | 7% | -6% | 0% | -1% | -25% | 9% | 2% | 3% | -3% | 1%
Fc1ccc(Br)cc1/C=N/N1CCN(c2ccccc2)CC1 | 2 | -7% | 17% | 16% | 4% | -2% | 16% | 9% | ? | 11% | -39%
CC(=O)c1ccc(NC(=O)Cn2c(=O)oc3ccccc32)cc1 | 22 | 0% | -11% | -1% | nt | -10% | 7% | 0% | -1% | 9% | -8%
c1ccc(-c2nnc3n2-c2ccccc2SC3)cc1 | -20 | 0% | -13% | 3% | 3% | 2% | -4% | -2% | 3% | nt | -15%
COc1cc(/C=N/NC(=O)CCC(=O)Nc2ccc(Br)cc2)ccc1O | 3 | -1% | 14% | -3% | nt | -2% | -4% | -4% | ? | -21% | -16%
O=C(CN1C(=O)CSC1=O)N1CCCCC1 | 12 | 4% | -20% | 1% | 7% | -1% | 6% | -7% | -3% | 4% | 3%
CS(=O)(=O)N1CCN(c2ccc(NC(=O)c3ccccc3)cc2)CC1 | 10 | ? | ? | 3.5µM* | -2% | 6% | 5% | 1.8µM* | ? | ? | ?
CC(NC(=O)C(c1ccccc1)c1ccccc1)c1ccc(S(N)(=O)=O)cc1 (centres undefined) | 3 | -7% | 2% | -1% | nt | -13% | 16% | 0% | 1% | 18% | -16%
Cc1ccc(CNC(=O)Cn2c([N+](=O)[O-])cnc2C)cc1 | 3 | -5% | -4% | -3% | -9% | 2%[0.365 µM] | -8% | -7% | -1% | 8% | 0%
Cc1cc(NC(=O)C(=O)c2cn(C)c3ccccc23)no1 | -7 | 25% | 41% | 0% | -3% | 2%[10 µM] | -1% | -6% | 0% | -4% | -8%
O=C(Nc1cccc2ncccc12)C12CC3CC(CC(C3)C1)C2 | 4 | 2% | 27% | 0% | 6% | 12% | -3% | 5% | -1% | -7% | -4%
Cc1nc2cc(NC(=O)c3ccco3)ccc2n1C | -24 | 2.3µM* | 16µM* | 0.5µM* | -14% | ? | -25% | 0.32µM* | 8.5µM* | nt | -11%
CC(=O)Nc1ccccc1N(CC(O)Cn1c2ccccc2c2ccccc21)S(=O)(=O)c1ccc(C)cc1 (centres undefined) | 11 | -6% | ? | 1% | -2% | -20% | -3% | -1% | 0% | -9% | -85%

Copied from the list:
Reading for CC(=O)c1ccc(NC(=O)Cn2c(=O)oc3ccccc32)cc1 under Menin-MLL TR inh: 9%
Reading for O=C(Nc1cccc2ncccc12)C12CC3CC(CC(C3)C1)C2 under Menin-MLL TR inh: -7%
Reading for CC(NC(=O)C(c1ccccc1)c1ccccc1)c1ccc(S(N)(=O)=O)cc1 (centres undefined) under Menin-MLL TR inh: 18%
Reading for c1ccc(-c2nnc3n2-c2ccccc2SC3)cc1 under PKM2 act: 3%
Reading for Cc1nc2cc(NC(=O)c3ccco3)ccc2n1C under Rab9 prom act: 0.32µM*

Going on with the list:
SMILES | Giardia killer | ELG1 genotoxic | RORgamma inh | NPC1 prom act | PKM2 act | VP16 counter | p53 reactivator | Rab9 prom act | FLuc counter | Menin-MLL TR inh | BRCA1 expr up
CCOc1nc(-c2ccccc2)ccc1-c1noc(-c2cccs2)n1 | 0 | -1% | 0% | 9% | 0% | -3% | 5% | 6% | ? | -28% | -61%
O=S(=O)(c1ccc2c(c1)OCCO2)N1CCC(c2nc3ccccc3[nH]2)CC1 | 3 | -20% | 11% | -2% | 0% | 9% | -11% | -2% | 3% | 13% | -57%
CCNC(=O)C12CCC(C)(c3nc4cc(C)c(C)cc4nc31)C2(C)C (centres undefined) | -7 | 2% | 1% | -1% | -2% | 5% | -11% | -8% | 3% | ? | -5%
COc1ccccc1OCC(=O)Nc1cc(C(F)(F)F)ccc1-n1cncn1 | 17 | 1% | nt | -2% | nt | nt | -9% | -1% | 3% | nt | -1%
O=C(CSC1CC(=O)N(c2ccc(C(=O)O)cc2)C1=O)Nc1ccc2ccccc2c1 (centres undefined) | 13 | 0% | -1% | 1% | -1% | 4% | -1% | -7% | ? | 22% | -3%
COc1cc(-c2nnc(SCC(=O)/C(C#N)=C(\C)N)o2)cc(OC)c1OC | 11 | 1% | -9% | -3% | -2% | -11% | 2% | 3% | 3% | -6% | -19%
Cn1cccc1CC(=O)N/N=C/c1cc([N+](=O)[O-])ccc1Cl | 13 | 1% | 17% | 0% | 1% | 0% | 6% | 2% | 3% | ? | -8%
COc1ccc(N2C(=O)C(CC(=O)Nc3ccccc3)N(CCc3ccc(OC)c(OC)c3)C2=O)cc1 (centres undefined) | -3 | -5% | 0% | -3% | -1% | 3% | 2% | 0% | -4% | 29% | 1%
CC(OC(=O)c1ccc2c(c1)OCO2)C(=O)NC1CCCCC1C (centres undefined) | -14 | -3% | nt | 0% | nt | nt | 15% | -8% | 4% | nt | -27%
CCCCCCCCNC(=O)CCNC(=O)c1ccc(C(C)(C)C)cc1 | 3 | -4% | -12% | 2% | -1% | 1% | 0% | -2% | 1% | ? | -4%
CCOC(=O)CCCNC(=O)CCNC(=O)c1ccc(OCC(C)C)cc1 | -11 | 0% | -5% | -5% | 0% | -8% | -1% | 0% | -1% | nt | -11%

3 of the entries above in order of the p53 reactivator value, falling:
canonical_smiles	p53 reactivator
COc1ccc(N2C(=O)C(CC(=O)Nc3ccccc3)N(CCc3ccc(OC)c(OC)c3)C2=O)cc1 (centres undefined)	2%
O=C(CSC1CC(=O)N(c2ccc(C(=O)O)cc2)C1=O)Nc1ccc2ccccc2c1 (centres undefined)	-1%
COc1ccccc1OCC(=O)Nc1cc(C(F)(F)F)ccc1-n1cncn1	-9%
